# HCMV inh: human cytomegalovirus inhibition; 410,000 compounds, 4.5% hits; activity change, negative = inhibition, % at 57.5 µM; HFF cells, HCMV-luciferase reporter, 72 h; hits give low values; in the data active means activity change below about -60%; inconclusive means no clear call, values can overlap the other calls; inactive means above about -39%
#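 HFF cells seeded 16 h at 37C, treated with compounds, infected with luciferase-reporter HCMV at MOI 1 PFU/cell; luciferase read at 72 h post infection, normalized to buffer-only and Salinomycin controls.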
# AMA1 RON2 block: inhibitors of Plasmodium falciparum AMA1-RON2 interaction. AlphaScreen AMA1-biotinylated RON2 peptide binding. 360,000 compounds, 0.2% hits. Potency, µM (series often up to 58.2 µM), without a hit: at the highest dose activity change, negative = inhibition, most hits filed as inhibitors;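 further: potency means the concentration at half of the fitted maximal effect; 0% = vehicle wells and -100% = peptide control; nearly all actives have a fitted effect of over 45% in size; some results filed as inactive show a strong effect at the top dose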
#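 AMA1 (3D7) with his tag at 25 nM final met compounds first, then biotinylated RON2 peptide at 25 nM; detection used donor plus acceptor beads, 10 µg/mL apiece, read by AlphaScreen after 30 min at room temperature.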
# AmpC detergent: AmpC beta-lactamase inhibition with detergent present; P00811; AmpC hydrolysis of nitrocefin, absorbance 480 nm, 0.01% Triton; Potency, µM (doses to about 114 µM), for inactives: top-dose activity change, negative = inhibition, most hits filed as inhibitors; 370,000 compounds, 0.041% hits; AID 485294;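 further: potency means the concentration at half of the fitted maximal effect; 0% = no-compound wells and -100% = no-enzyme wells; nearly all actives have a fitted effect of over 25% in size; some results filed as inactive show a strong effect at the top dose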
# Target sequence (P00811 whole entry, looked up): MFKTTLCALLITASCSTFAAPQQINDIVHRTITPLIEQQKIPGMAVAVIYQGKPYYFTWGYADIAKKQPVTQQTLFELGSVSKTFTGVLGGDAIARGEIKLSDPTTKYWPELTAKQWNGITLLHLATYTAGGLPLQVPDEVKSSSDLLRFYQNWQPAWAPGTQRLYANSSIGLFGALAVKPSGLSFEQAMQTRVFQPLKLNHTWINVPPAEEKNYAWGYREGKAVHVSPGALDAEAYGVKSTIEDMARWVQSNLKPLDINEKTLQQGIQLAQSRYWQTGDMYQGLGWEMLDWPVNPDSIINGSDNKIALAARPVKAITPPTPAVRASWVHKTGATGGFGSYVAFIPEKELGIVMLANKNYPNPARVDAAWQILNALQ
#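 AmpC (5.3 nM in the dispensed reagent) in 20 mM phosphate pH 7.0 with 0.01% (detergent screen) or 0.0001% Triton X-100 was preincubated with compounds for 15 min at room temperature. Nitrocefin was then added from an 800 uM solution, and hydrolysis was followed at 480 nm.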
# Giardia FBPA inh: Giardia lamblia aldolase inhibition; A8B2U2; purified Giardia FBPA; Potency, µM (top dose mostly 59.6 µM), for inactives: at the highest dose activity, negative = inhibition, most hits filed as inhibitors; 290,000 compounds, 0.71% hits; further: potency means the concentration at half of the fitted maximal effect; nearly all actives have a fitted effect of over 55% in size
# Target sequence (A8B2U2 whole entry, looked up): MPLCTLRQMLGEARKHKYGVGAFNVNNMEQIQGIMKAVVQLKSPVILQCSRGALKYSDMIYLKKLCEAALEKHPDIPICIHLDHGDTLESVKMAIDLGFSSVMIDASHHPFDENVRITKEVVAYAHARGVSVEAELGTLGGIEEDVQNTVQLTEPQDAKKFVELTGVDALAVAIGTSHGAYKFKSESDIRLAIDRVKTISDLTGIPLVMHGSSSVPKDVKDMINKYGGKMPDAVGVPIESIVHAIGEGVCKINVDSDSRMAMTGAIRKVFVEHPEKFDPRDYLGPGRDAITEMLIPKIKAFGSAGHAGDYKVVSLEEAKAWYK
#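 40 nM FBPA preincubated 10 min at RT with compound (up to 57.5 uM final), then substrate plus GAPDH/TPI/NAD/arsenate coupling and diaphorase/resazurin added. Fluorescence read after 20 min at RT, 525/598 nm.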
# Sm TGR block: inhibitors of Schistosoma mansoni thioredoxin glutathione reductase; Q962Y6; purified TGR, DTNB reduction, TNB absorbance 405 nm; Potency, µM (titrated, usually from 114 µM), for inactives: top-dose activity change, negative = inhibition, actives largely listed as inhibitors; 360,000 compounds, 3% hits; further: potency means the concentration at half of the fitted maximal effect; nearly all actives have a fitted effect of over 60% in size
#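 TGR 20 nM + NADPH 100 uM (dispensed conc.), cpd preinc 15 min RT; start with NADPH (500 uM addition) then DTNB (15 mM addition). Kinetic TNB absorbance, 405 nm filter. Four-parameter Hill fit across titration.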
# HCV inh: HCV inhibition. Potency, µM (highest dose often 41.8 µM), for the others: at the highest dose activity change, negative = inhibition, actives largely listed as inhibitors. 340,000 compounds, 3.4% hits. AID 651820. Huh7.5.1 HCVcc-Cre infection, luciferase reporter, 44 h; further: potency means the concentration at half of the fitted maximal effect
#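 After 44 h co-culture of compound, cells and HCVcc-Cre (~0.5 moi), substrate is added for 15 min at room temperature and luciferase measured over 15 sec. Cells were seeded at 1,000/well and pre-cultured 4 h.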
# Starred values were filed as active, the others as inactive; u = inconclusive; x = no result given; [ ] = another dose, or the depositor's remark. Unless noted, the call rests on the fitted dose curve; in most records, active means well fitted curve in the direction sought with a large enough effect; inconclusive means small, poorly fitted or top-dose-only effect, or another doubt; inactive means no such curve, though single readings can be large; an effect the other way counts as inactive or inconclusive. Unless noted, on the % scale 0 is the no-effect control and ±100 the full control effect.
SMILES,HCMV inh,AMA1 RON2 block,AmpC detergent,Giardia FBPA inh,Sm TGR block,HCV inh
COc1ccc(OC)c(NC(=O)CSc2nccn2Cc2ccco2)c1,-6.5,-1.4%,0.5%,x,-20.8%,-11.3%
COc1cc(SC)ccc1C(=O)Nc1ncc(Cl)cc1Cl,0.2,6.7%,1.2%,4.2%,-0.9%,7.3%
CCOC(=O)c1c(CC(C)C)csc1/N=C/C1C(=O)CCCC1=O,-34.3,-1.6%,4.3%,-24.1%,-21.5%,-14.1%
Cc1ccc(NC(=O)CSc2nnc(-c3cnccn3)n2C)cc1C,0.0,-6.0%,1.1%,x,1.7%,-12.6%
O=C(CCCCCN1C(=O)CCC1=O)Nc1ncn[nH]1,-103.2*,-23.5%,u,-4.4%,-1.9%,-26.6%
Fc1ccc(CN2CCCCCCC2)c(F)c1,47.4,-29.2%,-4.6%,-27.6%,12.4%,u
CN(C)CCn1c(=S)[nH]c2ncccc2c1=O,-16.2,57.3%[activator],7.6%,u,4.7%,2.9%
CC(=O)c1cnc(Nc2ccc(C)cc2)s1,29.3,-10.8%,5.7%,-17.5%,x,3.4%
CC(C(=O)Nc1nccs1)N1C(=O)c2ccccc2S1(=O)=O (stereo not given),-15.8,42.4%[activator],-18.2%,x,2.9%,0.6%[8.37 µM]
COC(=O)c1ccc(NC(=O)C2CCN(S(=O)(=O)c3ccc4c(c3)CCCN4C(C)=O)CC2)cc1,-27.7,x,4.5%,x,5.7%,x
O=C(CS(=O)(=O)c1ccccc1)Nc1nc(-c2ccc(F)cc2)cs1,u,-2.0%,2.1%,u,5.0%,19.3%
CC(C)CCNC(=O)C1CCN(S(=O)(=O)c2ccc(-n3cnnn3)cc2)CC1,4.7,6.9%,-7.0%,7.6%,-5.3%,33.2%[activator]
O=C(CN1Cc2ccccc2C1=O)Nc1cc(F)ccc1F,-17.7,x,3.8%,x,-1.7%,x
COc1c(Cl)ccc(Cl)c1C(=O)NC(=S)N1CCOCC1,-1.9,40.0%[activator],-7.7%,-17.7%,-8.0%,12.8%
Cc1noc2ncnc(N3CCN(c4ccc(F)cc4)CC3)c12,-67.6*,-1.4%,1.3%,3.1%,3.4%,-23.1%
CCOC(=O)c1cc(-c2ccc(OC)cc2OC)nn1-c1ccc(C(=O)O)cc1,18.9,3.1%,4.7%,0.0%,4.7%,19.9%
N#CCP(=S)(c1ccccc1)c1ccccc1,-8.6,5.9%,3.7%,-3.6%,-1.2%,17.4%
Cc1occc1C(=O)O/N=C(\N)c1ccccc1,25.4,-3.1%,1.0%,0.5%,-3.0%,7.1%
CC(C)CNc1ncnc2c1cnn2Cc1ccccc1Cl,18.9,6.2%,0.4%,4.1%,7.8%,-17.4%
Cc1ccc(CNc2ccc(N3C(=O)CC(C)C3=O)cc2[N+](=O)[O-])cc1 (stereo not given),-26.8,-27.3%,-10.7%,-0.4%,0.6%,-4.5%
COc1ccc(N2CCN(c3ncnc4c3cnn4C)CC2)cc1,-61.0*,x,1.8%,x,0.0%,x
COCc1c(C(=O)N2CCN(Cc3ccc(C#N)cc3)CC2)oc2ccccc12,-21.7,-0.5%,-11.6%,-12.3%,-27.3%,-21.7%
O=C(COc1ccc(Cl)cc1Cl)Nc1ccccc1NS(=O)(=O)c1cccs1,-34.9,-20.2%,2.6%,-8.1%,x,-7.7%
C=CCn1c(SCC(=O)N(C)C2CCCCC2)nnc1C1CC1,-6.8,-6.6%,x,x,x,2.1%
COc1ccc2c(c1OC)C(=O)N1c3cccc(Cl)c3C(=O)OC21 (stereo not given),-11.3,-3.7%,-1.4%,3.5%,7.5%,19.5%
Cc1ccccc1C(C(=O)NCc1ccccc1)N(Cc1ccco1)C(=O)c1ccccn1 (stereo not given),11.6,10.1%,0.5%,-12.4%,u,-16.5%
CCc1nnc(NC(=O)Cc2ccc(OCc3c(C)noc3C)cc2)s1,67.3,9.6%,u,1.3%,1.8%,u
C=CCn1c(SCc2ccccc2)nc2c1c(=O)[nH]c(=O)n2C,-6.0,-1.0%,4.9%,6.6%,5.9%,10.0%
Cc1ccc(N(C)C(=O)CCNC(=O)Cn2cnc3ccccc3c2=O)cc1C,18.1,-13.4%,-2.6%,x,4.9%,-11.6%
Cc1cc(C)n(CCc2nc(-c3cc4ccccc4o3)cs2)n1,-13.0,0.3%,-7.1%,1.4%,-1.8%,u
CC(C)(C)OC(=O)N1CCC(C(=O)N[C@H](C(=O)O)c2ccccc2)(c2ccccc2)CC1,1.3,-1.0%,4.4%,-1.8%,24.0%,15.2%
COC(=O)c1sccc1NC(=S)N1CCCCC1C (stereo not given),41.4,-12.6%,2.1%,-1.3%,0.6%,2.7%
O=C(COc1ccc(Cl)cc1)OCC(=O)N1CCCCCC1,-35.5,-1.7%,-21.0%,3.0%,-17.9%,22.2%
CCOC(=O)C1CCCCN1Cc1ccc(-c2ccccc2)cc1 (stereo not given),2.6,-8.5%,-15.8%,-21.4%,-2.6%,-13.5%
CCCCNc1c(-c2ccc(-c3ccc(OC)cc3)c(OC)c2)nc2ccccn12,-39.9,-13.2%,x,x,x,u
CCCn1c(NC(=O)C2COc3ccccc3O2)nc2ccccc21 (stereo not given),-27.4,27.6%,-3.7%,19.6%,0.1%,-15.6%
CC1COc2ccccc2N1C(=O)c1ccc(Cl)cc1 (stereo not given),u,-5.0%,5.2%,5.2%,22.3%,0.6%
COc1ccccc1NC(=O)c1sc2nc(-c3ccco3)ccc2c1N,x,22.2%,8.5%,-0.5%,u,6.6%
CCOc1cc2c(cc1OCC)C(CC(=O)O)N(C(=O)Nc1ccccc1C(F)(F)F)CC2 (stereo not given),52.5,x,0.9%,x,-0.4%,x
Cc1nc2ccc(NC(=O)c3cc(Cl)ccn3)cc2s1,129.8,-17.6%,-2.5%,0.6%,-2.8%,-16.5%
CCNC(=S)NNC(=O)C1CCN(Cc2ccccc2)CC1,-21.6,37.9%[activator],u,1.5%,82.9%[activator],16.4%
Cc1ccc(CSc2oc(-c3ccco3)nc2S(=O)(=O)c2ccc(Cl)cc2)cc1,-2.6,x,7.5%,x,0.7%,x
Cc1cc(C)c(NC(=O)c2cc(S(=O)(=O)N3CCN(c4ccccc4F)CC3)ccc2F)c(C)c1,0.1,x,9.9%,x,2.3%,x
COc1cc(C)ccc1OCCSc1nnc(-c2ccc(C)cc2)o1,-7.9,x,2.9%,x,-22.8%,x
Cc1ccc(CN2CCNC(=O)C2CC(=O)O)o1 (stereo not given),-5.1,6.7%,u,-7.6%,44.7µM*,-3.8%
COC(=O)C1ON2OC(C(=O)OC)C(C(=O)OC)C2C1CC(C)=O (stereo not given),-33.1,-15.7%,-1.5%,-15.0%,-16.8%,4.8%
N#CC(C#N)=C1C=CC=CN1/C(=C\c1ccco1)C(=O)c1ccc(-c2ccccc2)cc1,-101.4*,-3.4%,-7.5%,-3.5%,u,u
Cc1ccc(S(=O)(=O)N2CCC(C(=O)NNC(=O)c3ccncc3)CC2)cc1,-3.7,27.7%,1.4%,4.5%,0.0%,18.7%
N/N=C1\CCCc2c1[nH]c1ccc([N+](=O)[O-])cc21,2.4,0.0%,-5.3%,-1.8%,u,-18.0%
CN(Cc1ccccc1)C(=O)COC(=O)c1ccccc1Nc1ccccc1,-2.3,7.9%,-5.5%,4.9%,-1.0%,8.5%

# The list goes on.
SMILES,HCMV inh,AMA1 RON2 block,AmpC detergent,Giardia FBPA inh,Sm TGR block,HCV inh
Cc1ccc(N2CCN(C(=O)CNS(=O)(=O)c3ccc(Br)s3)CC2C)cc1 (stereo not given),-25.5,-22.8%,-3.1%,-1.7%,0.0%,u
CCOC(=O)C(NC(=O)CC)(Nc1ccc(S(=O)(=O)Nc2cc(C)on2)cc1)C(F)(F)F (stereo not given),19.3,-4.7%,u,-0.3%,4.8%,4.2%
Cc1ccc(CNC(=O)c2ccc(N3CCCC3)c(NC(=O)Nc3ccc(F)c(Cl)c3)c2)cc1,-5.1,x,u,x,-0.6%,x
CNC(=O)C12CCC(C)(c3nc4cc(C)c(C)cc4nc31)C2(C)C (stereo not given),33.4,-9.9%,0.4%,-1.1%,10.1%,-11.9%
Cc1ccc(C2N(c3ccccc3)C(=S)N3CCCN23)cc1 (stereo not given),-25.6,2.7%,-1.1%,-0.4%,-17.0%,6.8%
CN1c2ccccc2C(C)(C)C12C=Nc1c(ccc3ccccc13)O2 (stereo not given),26.3,-8.1%,u,11.2µM*,20µM*,-21.3%
CC(NC(=O)C1CCCN1S(=O)(=O)c1cccc2nsnc12)c1ccccc1 (stereo not given),x,18.1%,-6.1%,x,-0.5%,-13.4%
COc1ccc(NC(=O)N2c3ccc(OC)cc3C(C)=CC2(C)C)cc1,-27.9,-10.5%,u,11.2µM*,-12.8%,7.6%
O=[N+]([O-])CC(=Nc1ccc(F)cc1)N/N=C\c1oc(O)c2ccccc12,x,x,0.8%,u,11.2µM*,x
O=C(c1cccc([N+](=O)[O-])c1)N1CCc2ccccc21,10.5,-3.5%,-14.2%,9.7%,-16.1%,-7.9%

# Exported with two lines to a compound: entries from further up
# Order of values – HCMV inh, AMA1 RON2 block, AmpC detergent, Giardia FBPA inh, Sm TGR block, HCV inh
CNC(=O)C12CCC(C)(c3nc4cc(C)c(C)cc4nc31)C2(C)C (stereo not given)
  33.4, -9.9%, 0.4%, -1.1%, 10.1%, -11.9%
Cc1ccc(C2N(c3ccccc3)C(=S)N3CCCN23)cc1 (stereo not given)
  -25.6, 2.7%, -1.1%, -0.4%, -17.0%, 6.8%
CN1c2ccccc2C(C)(C)C12C=Nc1c(ccc3ccccc13)O2 (stereo not given)
  26.3, -8.1%, u, 11.2µM*, 20µM*, -21.3%
CC(NC(=O)C1CCCN1S(=O)(=O)c1cccc2nsnc12)c1ccccc1 (stereo not given)
  x, 18.1%, -6.1%, x, -0.5%, -13.4%
COc1ccc(NC(=O)N2c3ccc(OC)cc3C(C)=CC2(C)C)cc1
  -27.9, -10.5%, u, 11.2µM*, -12.8%, 7.6%

# Returning to the listing; the two compounds before the break are reprinted first.
SMILES,HCMV inh,AMA1 RON2 block,AmpC detergent,Giardia FBPA inh,Sm TGR block,HCV inh
O=[N+]([O-])CC(=Nc1ccc(F)cc1)N/N=C\c1oc(O)c2ccccc12,x,x,0.8%,u,11.2µM*,x
O=C(c1cccc([N+](=O)[O-])c1)N1CCc2ccccc21,10.5,-3.5%,-14.2%,9.7%,-16.1%,-7.9%
CC1(C2CC2)NC(=O)N(CC(=O)N2CCN(c3ccccc3)CC2)C1=O (stereo not given),-4.9,0.0%,u,x,-1.8%,15.1%
CCC(C(=O)N1CC2(C)CC1CC(C)(C)C2)N1C(=O)c2ccccc2C1=O (stereo not given),u,-6.2%,-8.6%,0.3%,-8.5%[11.4 µM],-21.9%
Nc1c(C(=O)N2CCOCC2)sc2nc3c(cc12)CCC3,44.0,15.5%,-6.7%,-4.1%,4.3%[57.1 µM],2.6%
O=c1c2ccccc2nnn1Cc1ccc(F)cc1,-11.4,3.4%,-9.7%,3.7%,6.6%,4.5%
CCOC(=O)N1CCC(N2CCCC(C(=O)c3cccc(OC)c3)C2)CC1 (stereo not given),-6.5,13.4%,-6.3%,0.9%,-8.1%,14.2%

# High-throughput results: PubChem, National Center for Advancing Translational Sciences (NCATS)
